HCMV antiviral = inhibitors of human cytomegalovirus; HFF cells, HCMV-luciferase reporter, 72 h; hits give low values; activity change, negative = inhibition, % at 57.5 µM; 4.5% of 410,000 active; AID 1259415; in the data active = activity change below about -60%; inconclusive = no clear call, values can overlap the other calls; inactive = above about -39%
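Cell-based, HFFs, 1000 cells/well, 16 h 37C; cpds in DMSO + HCMV-luc, MOI 1 PFU/cell; 72 h 37C; OneGlo luminescence after 5 min RT; norm. to buffer vs Salinomycin 10uM.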
AmpC detergent = AmpC beta-lactamase inhibition with detergent present | P00811 | AmpC hydrolysis of nitrocefin, absorbance 480 nm, 0.01% Triton | Potency, µM (doses to about 114 µM), for the others: top-dose activity change, negative = inhibition, usual class: inhibitors | 0.041% of 370,000 active | AID 485294;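 note: potency is the fitted concentration of half-maximal effect; 0% = no-compound wells and -100% = no-enzyme wells; nearly all actives have a fitted effect of over 25% in size; some results filed as inactive show a strong effect at the top dose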
Target sequence (P00811 whole entry, looked up): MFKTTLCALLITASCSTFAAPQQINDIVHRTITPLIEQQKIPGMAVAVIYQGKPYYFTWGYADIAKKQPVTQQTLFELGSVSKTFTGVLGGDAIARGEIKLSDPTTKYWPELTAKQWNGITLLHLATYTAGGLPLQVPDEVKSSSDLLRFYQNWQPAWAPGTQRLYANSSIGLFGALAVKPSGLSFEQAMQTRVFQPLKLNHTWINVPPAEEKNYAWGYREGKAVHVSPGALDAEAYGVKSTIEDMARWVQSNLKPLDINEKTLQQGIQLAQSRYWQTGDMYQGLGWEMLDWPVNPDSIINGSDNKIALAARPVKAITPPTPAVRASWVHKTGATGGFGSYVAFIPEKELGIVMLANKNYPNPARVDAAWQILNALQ
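AmpC (5.3 nM in the dispensed reagent) in 20 mM phosphate pH 7.0 with 0.01% (detergent screen) or 0.0001% Triton X-100 was preincubated with compounds for 15 min at room temperature. Nitrocefin was then added from an 800 uM solution, and hydrolysis was followed at 480 nm.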
AMA1 RON2 block = disrupts binding of P. falciparum AMA1 to RON2; AlphaScreen AMA1-biotinylated RON2 peptide binding; Potency, µM (series often up to 58.2 µM), without a hit: at the highest dose activity change, negative = inhibition, most hits filed as inhibitors; 0.2% of 360,000 active; AID 720542;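 note: potency is the fitted concentration of half-maximal effect; 0% = vehicle wells and -100% = peptide control; nearly all actives have a fitted effect of over 45% in size; some results filed as inactive show a strong effect at the top dose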
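AMA1 (3D7) with his tag at 25 nM final met compounds first, then biotinylated RON2 peptide at 25 nM; detection used donor plus acceptor beads, 10 µg/mL apiece, read by AlphaScreen after 30 min at room temperature.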
AmpC no deterg = AmpC beta-lactamase inhibition without detergent; 0.52% of 330,000 active; AmpC nitrocefin hydrolysis, absorbance 480 nm, 0.0001% Triton; AID 485341; P00811; Potency, µM (top dose mostly 57.1 µM), inactives show at the highest dose activity change, negative = inhibition, hits mostly inhibitors;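 note: potency is the fitted concentration of half-maximal effect; plate controls were no compound for no effect and no enzyme for full effect; nearly all actives have a fitted effect of over 20% in size; some results filed as inactive show a strong effect at the top dose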
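AmpC (5.3 nM in the dispensed reagent) in 20 mM phosphate pH 7.0 with 0.01% (detergent screen) or 0.0001% Triton X-100 was preincubated with compounds for 15 min at room temperature. Nitrocefin was then added from an 800 uM solution, and hydrolysis was followed at 480 nm.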
Sm TGR inh = S. mansoni TGR enzyme inhibition | AID 485364 | Potency, µM (top dose mostly 114 µM), for the others: at the highest dose activity change, negative = inhibition, hits mostly inhibitors | purified TGR, DTNB reduction, TNB absorbance 405 nm | 3% of 360,000 active | Q962Y6; note: potency is the fitted concentration of half-maximal effect; nearly all actives have a fitted effect of over 60% in size
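TGR 20 nM + NADPH 100 uM (dispensed conc.), cpd preinc 15 min RT; start with NADPH (500 uM addition) then DTNB (15 mM addition). Kinetic TNB absorbance, 405 nm filter. Four-parameter Hill fit across titration.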
FBPA Giardia inh = Giardia lamblia aldolase inhibition. A8B2U2. purified Giardia FBPA. Potency, µM (doses to about 59.6 µM), inactives show top-dose activity, negative = inhibition, actives largely listed as inhibitors. 0.71% of 290,000 active. AID 2451; note: potency is the fitted concentration of half-maximal effect; nearly all actives have a fitted effect of over 55% in size
Target sequence (A8B2U2 whole entry, looked up): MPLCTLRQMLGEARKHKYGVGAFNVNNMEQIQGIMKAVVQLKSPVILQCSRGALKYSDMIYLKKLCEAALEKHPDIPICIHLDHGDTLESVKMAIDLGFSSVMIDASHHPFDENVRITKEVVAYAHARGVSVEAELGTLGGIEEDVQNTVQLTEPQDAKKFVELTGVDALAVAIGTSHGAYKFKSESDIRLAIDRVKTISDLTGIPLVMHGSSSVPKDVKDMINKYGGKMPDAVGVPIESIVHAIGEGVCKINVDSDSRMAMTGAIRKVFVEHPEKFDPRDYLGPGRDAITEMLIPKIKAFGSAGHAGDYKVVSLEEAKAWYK
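Giardia FBPA (40 nM reagent) was preincubated 10 min at RT with compound (up to 57.5 uM final), then substrate plus GAPDH/TPI/NAD/arsenate coupling system with diaphorase/resazurin was added; resorufin fluorescence (525/598 nm) was read after 20 min.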
An asterisk follows results filed as active; ? = inconclusive; . = not tested or not shown; & = joins results of further samples; [ ] = another dose, or the depositor's remark. Unless noted, calls come from the whole dose curve; as a rule, active = well fitted curve in the direction sought with a large enough effect; inconclusive = small, poorly fitted or top-dose-only effect, or another doubt; inactive = no such curve, though single readings can be large; an effect the other way counts as inactive or inconclusive. Unless noted, % is set by controls: 0 for no effect and ±100 for the full control effect.

[1] O=C(/C=C/c1cccc([N+](=O)[O-])c1)N1CCN(S(=O)(=O)c2cccs2)CC1
[2] Cc1cccc(C)c1NC1=NC(=S)N(c2ccccc2)C12CCOC(C)(C)C2 (stereo unspecified)
[3] COC(=O)/C(=C\C(=O)c1ccccc1)Nc1cccc(C(F)(F)F)c1
[4] COc1cc(C(=O)Nc2sc3c(c2C#N)CCN(C(C)=O)C3)cc(OC)c1OC
[5] COc1ccc(CCNC(=O)c2cc3c(=O)n(C)c4ccccc4c3n2C)cc1OC
[6] Cc1cc(C)nc(SCc2nc(N)nc(-c3ccccc3O)n2)n1
[7] COc1ccc(OC)c(NC(=O)CN2C(=O)c3ccccc3Sc3ccc(C(=O)N4CCCC4)cc32)c1
[8] Cc1cc([N+](=O)[O-])ccc1NC(=O)CSc1nncn1-c1cccnc1

Screen / compound no.,1,2,3,4,5,6,7,8
HCMV antiviral,?,58,36,69,21,-6,-25,-5
AmpC detergent,8%,-13%,?,?,1%,0%,2%,7%
AMA1 RON2 block,-3%,2%,50%[activator],13%,-1%,-15%,.,2%
AmpC no deterg,-17%,-17%,-19%,-12%,9%,55%,.,-10%
Sm TGR inh,-1%,?,-24%,-5%,23%,6%,0%,21%
FBPA Giardia inh,0%,2%,-18%,-26%,-13%,9%,.,6%

[9] COc1ccc(OC)c(S(=O)(=O)Nc2ccc3oc4c(c3c2)C(=O)CCC4)c1
[10] COCCNC(=O)c1cccc(S(=O)(=O)N2CC3(C)CC2CC(C)(C)C3)c1 (stereo unspecified)
[11] O=C(COC(=O)c1ccc(F)cc1F)Nc1cccc(S(=O)(=O)N2CCOCC2)c1
[12] O=C(O)c1ccccc1NCc1ccncc1
[13] CCOC(=O)N1CCN(C(=O)c2ccc3c(c2)N(Cc2ccccc2F)C(=O)c2ccccc2S3=O)CC1 (stereo unspecified)
[14] C[C@H](NC(=O)c1ccc2c(c1)OCO2)c1nnc2ccccn12
[15] O=C(Nc1nnc(/C=C/c2ccccc2)s1)c1ccco1
[16] CCC(C)c1ccc(C2C3=C(Nc4nc(N)[nH]c(=O)c42)c2ccccc2C3=O)cc1 (stereo unspecified)

Screen / compound no.,9,10,11,12,13,14,15,16
HCMV antiviral,4,-16,12,-8,13,.,52,-65*
AmpC detergent,0%,-5%,-7%,-12%,-3%,-10%,4%,-7%
AMA1 RON2 block,-3%,-3%,-1%,0%,.,13%,20%,-1%
AmpC no deterg,86%[activator],52%,-5%,-7%,.,-4%,-16%,-46%
Sm TGR inh,-1%,79µM*,2%,-20%,6%,-18%,0%,-3%
FBPA Giardia inh,-6%,.,.,1%,.,-11%,3%,3%

[17] CSCC[C@@H](CO)NC(=O)c1ccc2nc(C3CCCCC3)oc2c1
[18] CCCn1c(=O)[nH]c(=O)c2c1nc(-c1ccccc1)n2CCN1CCOCC1
[19] Cc1oc(-c2ccccc2Cl)[n+]([O-])c1C
[20] CC(=O)c1c(C)oc2ccc(N(C(=O)c3ccncc3)S(=O)(=O)c3ccccc3)cc12
[21] S=C1NCN(Cc2ccco2)CN1CCc1ccccc1
[22] COc1ccc(/C=C/C(=O)OCC(=O)Nc2cccc(Oc3ccccc3)c2)c(OC)c1
[23] COc1ccc(S(=O)(=O)N2CCN(c3ncnc4c(-c5ccccc5)nsc34)CC2)cc1
[24] CCOc1ccccc1OCCCC(=O)N(CC)CC(=O)Nc1c(F)cccc1F

Screen / compound no.,17,18,19,20,21,22,23,24
HCMV antiviral,-13,22,-3,-38,49,-15,4,-14
AmpC detergent,?,-1%,-2%,?,-2%,0%,-16%,?
AMA1 RON2 block,-8%,4%,3%,2%,-10%,-11%[2.32 µM],4%,-6%
AmpC no deterg,44%,14%,-7%,131%[activator],-6%,-14%,-17%,-3%
Sm TGR inh,4%,-6%,32µM*,-30%,-1%,2%,1%,-2%
FBPA Giardia inh,14%,-9%,-4%,-4%,2%,5%,0%,.

4 of the compounds above, as labelled records:
20	CC(=O)c1c(C)oc2ccc(N(C(=O)c3ccncc3)S(=O)(=O)c3ccccc3)cc12
  HCMV antiviral: -38	AmpC detergent: ?	AMA1 RON2 block: 2%	AmpC no deterg: 131%[activator]	Sm TGR inh: -30%	FBPA Giardia inh: -4%
19	Cc1oc(-c2ccccc2Cl)[n+]([O-])c1C
  HCMV antiviral: -3	AmpC detergent: -2%	AMA1 RON2 block: 3%	AmpC no deterg: -7%	Sm TGR inh: 32µM*	FBPA Giardia inh: -4%
17	CSCC[C@@H](CO)NC(=O)c1ccc2nc(C3CCCCC3)oc2c1
  HCMV antiviral: -13	AmpC detergent: ?	AMA1 RON2 block: -8%	AmpC no deterg: 44%	Sm TGR inh: 4%	FBPA Giardia inh: 14%
22	COc1ccc(/C=C/C(=O)OCC(=O)Nc2cccc(Oc3ccccc3)c2)c(OC)c1
  HCMV antiviral: -15	AmpC detergent: 0%	AMA1 RON2 block: -11%[2.32 µM]	AmpC no deterg: -14%	Sm TGR inh: 2%	FBPA Giardia inh: 5%

(next part)
[25] COc1ccc(NC(=O)COC(=O)c2ccc3ccccc3n2)cc1
[26] CC(C)Oc1ccc(S(=O)(=O)N2CCOCC2)cc1NC(=O)CCCSc1ccccc1
[27] Cc1cccn2c(=O)c3cc(S(=O)(=O)c4ccc(Br)cc4)c(=N)n(C4CCCCC4)c3nc12
[28] CCN(Cc1nc2ccccc2c(=O)[nH]1)C(=O)c1cccc(NC(=O)c2cccs2)c1
[29] CCc1nn(CC(=O)NCc2cccc(OC)c2)c(=O)c2cc3cc(F)ccc3n12
[30] CCOC(=O)c1c(C)oc(/N=C/c2ccccc2O)c1C#N
[31] COc1ccc(NC(=O)C(=O)NCc2ccco2)c(OC)c1
[32] Cc1ccccc1C(=O)c1cccn1CC(=O)NCc1ccco1

Screen / compound no.,25,26,27,28,29,30,31,32
HCMV antiviral,11,-25,3,-8,8,3,-18,4
AmpC detergent,4%,-11%,-13%,-13%,-4%,-13%,12%,-12%
AMA1 RON2 block,-17%,-17%,-2%,43%[activator],.,-20%,.,1%
AmpC no deterg,-16%,46%,-14%,-13%,.,-11%,.,-18%
Sm TGR inh,-2%,1%,-7%,0%,-1%,13%,-1%,-36%
FBPA Giardia inh,.,.,11%,.,.,-2%,.,-2%

[33] COc1ccc(NC(=O)CSCC(=O)N=c2sccn2C)cc1
[34] C=CCNC(=O)c1onc(CSc2ccc(F)c(F)c2)c1C(=O)O
[35] CCC(C)NC(=O)Cn1c(=O)c2cccn2c2ccc(F)cc21 (stereo unspecified)
[36] CC(SC(=S)N1CCOCC1)C(=O)O (stereo unspecified)
[37] COc1cccc(NC(=O)c2nc3ncccn3n2)c1
[38] CCC1CCc2nc3sc(C(=O)Nc4ccc(F)cc4F)c(N)c3cc2C1 (stereo unspecified)
[39] O=C(CNc1cccc(S(=O)(=O)N2CCCCC2)c1)Nc1ccccc1F
[40] CCC(CC)c1nnc(NC(=O)c2ccc3ccccc3n2)s1

Screen / compound no.,33,34,35,36,37,38,39,40
HCMV antiviral,-25,-14,0,-11,-40,1,10,83
AmpC detergent,6%,-17%,20%,-12%,-11%,11%,-6%,-8%
AMA1 RON2 block,3%,-5%,.,0%,5%,.,-7%,123%[activator]
AmpC no deterg,-19%,3%,.,-19%,.,.,-43%,4%
Sm TGR inh,6%,-19%,-8%,0%,1%,6%,0%,-25%
FBPA Giardia inh,.,2%,.,22%,-5%,.,.,-4%

[41] COc1ccc(OCC(=O)Nc2ccc(-c3nc4cc(C)c(C)cc4o3)cc2)cc1
[42] O=c1[nH]c(C2CCCN(S(=O)(=O)c3ccccc3)C2)nc2c1nnn2Cc1ccc2c(c1)OCCO2 (stereo unspecified)
[43] CN(C)S(=O)(=O)c1cccc(NC(=O)CSc2cccc3cccnc23)c1
[44] O=C(COC(=O)c1ccc(S(=O)(=O)N2CCCCC2)cc1)NCc1ccc(F)cc1
[45] COc1ccc(Cl)cc1S(=O)(=O)N1CCN(C(=O)c2ccco2)CC1
[46] Cc1ccc(CNC(=O)C2CCCN2C(=O)Nc2ccccc2)cc1 (stereo unspecified)
[47] CN(CCOc1ccccc1)C(=O)c1ccc(Cl)c(S(=O)(=O)N2CCCCC2)c1
[48] CCc1ccc(NC(=O)C2=C(C)C(=O)OC23CCCCC3)cc1

Screen / compound no.,41,42,43,44,45,46,47,48
HCMV antiviral,65,-39,-101*,-23,-2,-5,-13,-37
AmpC detergent,6%,-1%,3%,-16%,-14%,2%,?,16%
AMA1 RON2 block,.,1%,0%,-7%,-7%,18%,21%,.
AmpC no deterg,.,-26%,-19%,-10%,32%,-8%,65%[activator],.
Sm TGR inh,-15%,17%,3%,0%,-7%,-10%,-26%,0%
FBPA Giardia inh,.,.,13%,.,1%,-2%,.,.

[49] COC(=O)c1ccc(Oc2coc3cc(OCc4cnn(-c5ccccc5)c4)ccc3c2=O)cc1
[50] OC(CNC1Cc2ccccc2C1)COc1ccc(F)cc1 (stereo unspecified)
[51] O=C(CSc1nnc(-c2cc(-c3cccs3)nc3ccccc23)o1)NC1CCCCC1
[52] COc1ccc2c(c1)cc1c(=O)n(CC(=O)NC(C)CCc3ccccc3)nc(C)n12 (stereo unspecified)
[53] Cc1c(Cc2ccccc2)c(=O)oc2c(C)c(OC(C)C(=O)NCC3CCC(C(=O)O)CC3)ccc12 (stereo unspecified)
[54] COc1cccc(-c2nnc3n2N=C(C(C)(C)C)CS3)c1
[55] O=C(Nc1ccc(F)cc1F)c1cc(S(=O)(=O)N2CCCCC2)c[nH]1
[56] CC1CCCCC12NC(=O)N(CC(=O)N1CCc3ccccc31)C2=O (stereo unspecified)
[57] COc1ccc(/C=N\NC(=O)COc2ccc(C(C)(C)C)cc2)cc1Cn1nc(C)cc1C
[58] Cc1ccc(NC(=O)/C(C#N)=C(\N)C(Cl)(Cl)Cl)nc1

Screen / compound no.,49,50,51,52,53,54,55,56,57,58
HCMV antiviral,25,-6,?,0&-4,0,-98*,10,34,-10,.
AmpC detergent,-14%,4%,-19%,-10%&7%,-12%,3%,22%,2%,-6%,1%
AMA1 RON2 block,-5%,-2%,12%,2%,0%,-3%,.,-3%,27%,6%
AmpC no deterg,-50%,-12%,-9%,2%,-22%,-2%,.,-17%,3%,-19%
Sm TGR inh,3%,5%,-1%,-18%&5%,9%,-29%,-3%,9%,-8%,?
FBPA Giardia inh,1%,6%,0%,4%,-5%,-3%,.,.,-6%,-18%

Compound activity (PubChem BioAssay)
